FUS suppressor: suppressors of FUS proteinopathy in yeast; S. cerevisiae FUS-expressing, growth rescue, OD600, 24 h; Potency, µM (doses to about 76.6 µM), without a hit: top-dose growth rescue (activation), usual class: activators; actives 0.24% (n = 390,000);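 note: plate controls were DMSO vehicle for no effect and reference control for full effect; nearly all actives have a fitted effect of over 55% in size; some results filed as inactive show a strong effect at the top dose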
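Toxicity suppression screen in FUS-yeast. Cells induced with 2% galactose, starting OD 0.005, treated 24hr at 30C with compounds at multiple final concentrations; growth by OD600.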
TDP43 rescue: rescues yeast growth from TDP-43 toxicity | TDP-43 expressing yeast growth rescue, BacTiter-Glo, 24 h | Potency, µM (highest dose often 46.1 µM), for the others: at the highest dose growth rescue (activation), usual class: activators | actives 1.8% (n = 410,000) | AID 652104; note: % of control where 0% means no effect; nearly all actives have a fitted effect of over 50% in size
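Growth rescue of TDP-43-toxic yeast measured as ATP luminescence (BacTiter-Glo). Cells grown to mid-log in raffinose, induced in galactose at OD600=0.02, exposed to compound 24 hr at 30 deg C.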
aSyn yeast inh: inhibitors of alpha-synuclein toxicity in yeast; Yeast expressing alpha-synuclein, growth rescue, BacTiter-Glo, 24 h; actives 0.14% (n = 370,000); Potency, µM (top dose mostly 46.1 µM), for the others: at the top dose growth rescue (activation), usual class: activators; note: % of control where 0% means no effect; nearly all actives have a fitted effect of over 65% in size
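Rescue of yeast growth: cells expressing toxic alpha-synuclein, induced in galactose at OD600 0.02, incubated with compound 24 h at 30 C. ATP luminescence quantified growth; inhibitors of toxicity appear as activators.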
EPAC2 antagonist: blocks human EPAC2 exchange factor; EPAC2 GEF exchange of Rap1B-BODIPY-GDP, fluorescence; Potency, µM (highest dose often 114 µM), for the others: top-dose activity, negative = inhibition, most hits filed as inhibitors; actives 0.18% (n = 360,000); AID 720708; Q8WZA2; note: % is set by controls: 0 for no effect and ±100 for the full control effect; nearly all actives have a fitted effect of over 45% in size; many of its hits are not listed in these tables
EPAC1 agonist: activates human EPAC1 exchange factor. O95398. EPAC1 agonist qHTS, biochemical assay; response scale: 100% = response to 6.5 mM cAMP. Potency, µM (highest dose often 154 µM), for the others: top-dose activation, hits mostly activators. actives 0.073% (n = 360,000); note: nearly all actives have a fitted effect of over 60% in size
Target sequence (O95398 whole entry, looked up): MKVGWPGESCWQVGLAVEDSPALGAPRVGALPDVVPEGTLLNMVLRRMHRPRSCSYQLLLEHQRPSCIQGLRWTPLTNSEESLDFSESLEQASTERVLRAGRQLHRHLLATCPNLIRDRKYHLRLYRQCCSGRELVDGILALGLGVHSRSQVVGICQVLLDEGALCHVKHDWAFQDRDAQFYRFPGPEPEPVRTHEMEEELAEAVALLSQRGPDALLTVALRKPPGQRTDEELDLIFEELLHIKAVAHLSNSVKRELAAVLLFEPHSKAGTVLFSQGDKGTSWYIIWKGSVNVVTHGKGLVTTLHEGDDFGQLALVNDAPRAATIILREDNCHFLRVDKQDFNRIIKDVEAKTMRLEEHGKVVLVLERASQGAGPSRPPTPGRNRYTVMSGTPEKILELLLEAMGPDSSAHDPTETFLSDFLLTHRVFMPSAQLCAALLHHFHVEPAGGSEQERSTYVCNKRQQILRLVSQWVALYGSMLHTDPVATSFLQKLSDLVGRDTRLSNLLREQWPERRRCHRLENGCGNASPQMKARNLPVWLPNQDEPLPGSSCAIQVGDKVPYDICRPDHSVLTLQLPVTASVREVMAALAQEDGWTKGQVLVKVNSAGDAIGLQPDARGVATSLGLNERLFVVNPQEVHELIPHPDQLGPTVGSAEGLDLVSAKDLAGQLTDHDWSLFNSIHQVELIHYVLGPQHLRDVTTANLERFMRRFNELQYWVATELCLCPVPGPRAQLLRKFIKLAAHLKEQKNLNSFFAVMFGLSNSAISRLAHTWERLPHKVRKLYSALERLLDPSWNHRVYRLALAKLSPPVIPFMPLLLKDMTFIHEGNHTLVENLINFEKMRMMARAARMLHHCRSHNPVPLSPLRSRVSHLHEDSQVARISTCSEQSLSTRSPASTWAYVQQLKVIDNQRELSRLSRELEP
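Read-out is the fluorescence drop as BODIPY-GDP leaves Rap1B (480 nm excitation, 540 nm emission), recorded every 5 minutes over 30 minutes. Reactions held 100 nM EPAC1, 250 nM Rap1B–BODIPY-GDP and 50 uM GDP, with 6.5 mM cAMP setting full activation.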
EPAC2 ag: activates human EPAC2 exchange factor. Q8WZA2. EPAC2 activation, biochemical qHTS; response scale: 100% = 6.5 mM cAMP response. Potency, µM (highest dose often 154 µM), inactives show top-dose activation, usual class: activators. actives 0.079% (n = 360,000); note: nearly all actives have a fitted effect of over 50% in size
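Guanine nucleotide exchange by EPAC2 is measured as reduced fluorescence of BODIPY-GDP once it is released from 250 nM Rap1B. Plates are read kinetically for 30 min at room temperature; results are scaled to 6.5 mM cAMP.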
EPAC1 antagonist: EPAC1 (human) antagonism. EPAC1 GEF assay, Rap1b-BODIPY-GDP exchange fluorescence. Potency, µM (highest dose often 115 µM), for inactives: at the highest dose activity change, negative = inhibition, hits mostly inhibitors. actives 0.14% (n = 360,000). AID 720709;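 note: plate controls were vehicle for no effect and positive control for full effect; nearly all actives have a fitted effect of over 50% in size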
PTHR1 ag: PTHR1 (human) receptor agonism. Q03431. HEK293 GP2 PTHR1 cells, GloSensor cAMP luminescence, 1 h. actives 0.075% (n = 410,000). Potency, µM (series often up to 115 µM), inactives show at the highest dose activation, actives largely listed as activators; note: nearly all actives have a fitted effect of over 55% in size; some results filed as inactive show a strong effect at the top dose; inactives centre near -15; many of its hits are not listed in these tables
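HEK-293-derived GP2 cells expressing PTHR1 and a GloSensor cAMP reporter, 3,000/well, plated overnight, given luciferin plus IBMX (each 0.5 mM as added) for 1 h at 37 °C, then compound for 1 h at 37 °C. Luminescence was read after 15 min at room temperature.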
* hit, by the source's call; i = inactive; ? = inconclusive; · = not tested or not shown; & = joins results of further samples; [ ] = remark or other dose. Calls come from the whole dose curve; as a rule, active = well fitted curve in the direction sought with a large enough effect; inconclusive = small, poorly fitted or top-dose-only effect, or another doubt; inactive = no such curve, though single readings can be large; an effect the other way counts as inactive or inconclusive. Potency is the fitted concentration of half-maximal effect.

SMILES	FUS suppressor	TDP43 rescue	aSyn yeast inh	EPAC2 antagonist	EPAC1 agonist	EPAC2 ag	EPAC1 antagonist	PTHR1 ag
COCCCNc1oc(-c2cccs2)nc1S(=O)(=O)c1ccc(C)cc1	11%	-22%	3%	-14%	4%	5%	14%	i
O=C(NCCS(=O)(=O)NC1CCCCC1)c1ccc2c(c1)OCO2	-2%	-13%	-2%	3%	9%	8%	-16%	-16%
CC(=O)Nc1ccc(NC(=O)C(=O)c2cn(CC(=O)N3CCCC3)c3ccccc23)cc1	·	8%	0%	2%	-1%	10%	-8%	i
CCCCC(=O)N(C)c1c(C)nc2ccc(C(=O)NCCOc3ccc(OC)cc3)cn12	-1%	-11%	1%	8%	-15%	9%	-10%	-3%
CN(NS(C)(=O)=O)c1c(C#N)c(C(F)(F)F)nn1C	11%	-36%[inhibitor]	-3%	3%	0%	4%	11%	-18%
CN(Cc1ccccc1)c1ncnc2onc(-c3ccc(F)cc3)c12	23%	35µM*	-8%	·	·	·	·	-33%
CC(=O)C1=C(O)C(=O)N(Cc2ccccc2)C1c1ccccc1F (centres undefined)	-6%	12%	2%	13%	4%	-1%	8%	-2%
Cc1ccc(NC(=O)CN2C(=O)NC3(CCCC3)C2=O)cc1S(=O)(=O)N1CCCCC1	3%	10%	0%	-17%	1%	1%	-12%	-10%
Cc1ccc(-c2noc(CSc3nnc(CCc4ccccc4)n3-c3ccccc3)n2)cc1	43%	-31%	1%	-15%	-7%	1%	-15%	-3%[57.5 µM]
COc1ccc(C(=O)C2CCCCC2=O)cc1 (centres undefined)	-2%	-2%	-3%	-1%	-11%	7%	-1%	-27%
CC(=O)c1cccc(N2C(=NC(=O)C3CC3)SC3CS(=O)(=O)CC32)c1 (centres undefined)	0%	2%	1%	6%	14%	9%	10%	-11%
CC1=C(C(=O)N(C)C)CC(CC(=O)NC2CC2)C(=O)N1Cc1ccc(C(C)(C)C)cc1 (centres undefined)	4%	17%	-1%	10%	-15%	1%	1%	-6%
NC(=S)N/N=C/c1coc2ccc(O)cc2c1=O	-22%	12%	-2%	-13%	-2%	4%	-13%	-4%
C/C(CC(=O)Nc1ccc(Br)cc1)=N\NC(=O)Cc1csc(N)n1	4%	19%	?	3%	3%	13%	-11%	i
COC(c1ccccc1)c1nnc(CCC(=O)N2CCCCCCC2)o1 (centres undefined)	-4%	-19%[0.397 µM]	-2%	8%	2%	-1%	-1%	i
Cc1cc(N(C)C)ccc1[N+](=O)[O-]	·	-11%	6%	18%	-3%	0%	11%	i
C(CCc1nn[nH]n1)CCC1CCCCC1	11%	?	-33%[inhibitor]	?	-13%	-8%	-10%	i
CCCn1c(SCC(=O)c2cc(C)n(C3CC3)c2C)n[nH]c1=O	·	-20%	-7%	-3%	-4%	12%	2%	i
CN(C)S(=O)(=O)Oc1cccc(C(=O)Nc2ccccc2Cl)c1	3%	14µM*	2%	-5%	4%	12%	-14%	-10%[57.5 µM]
NS(=O)(=O)c1ccc(NC(=O)COC(=O)COc2ccc(Cl)cc2)cc1	15%	-13%	3%	?	7%	-2%	2%	-24%

One compound at a time, from the list above. Values in the order: FUS suppressor	TDP43 rescue	aSyn yeast inh	EPAC2 antagonist	EPAC1 agonist	EPAC2 ag	EPAC1 antagonist	PTHR1 ag
CC1=C(C(=O)N(C)C)CC(CC(=O)NC2CC2)C(=O)N1Cc1ccc(C(C)(C)C)cc1 (centres undefined) across the screens: 4%	17%	-1%	10%	-15%	1%	1%	-6%
CN(NS(C)(=O)=O)c1c(C#N)c(C(F)(F)F)nn1C across the screens: 11%	-36%[inhibitor]	-3%	3%	0%	4%	11%	-18%
COC(c1ccccc1)c1nnc(CCC(=O)N2CCCCCCC2)o1 (centres undefined) across the screens: -4%	-19%[0.397 µM]	-2%	8%	2%	-1%	-1%	i
CC(=O)c1cccc(N2C(=NC(=O)C3CC3)SC3CS(=O)(=O)CC32)c1 (centres undefined) across the screens: 0%	2%	1%	6%	14%	9%	10%	-11%
O=C(NCCS(=O)(=O)NC1CCCCC1)c1ccc2c(c1)OCO2 across the screens: -2%	-13%	-2%	3%	9%	8%	-16%	-16%

More results
SMILES	FUS suppressor	TDP43 rescue	aSyn yeast inh	EPAC2 antagonist	EPAC1 agonist	EPAC2 ag	EPAC1 antagonist	PTHR1 ag
CCOC(=O)c1c(C)[nH]c(C(=O)OCC(=O)N2CCc3ccccc32)c1C	?	3%	4%	-28%	-1%	-8%	8%	-19%[57.5 µM]
CC(C)C[C@H]1CNC(=O)C(=O)N1C[C@@H]1CCCN1C[C@H](Cc1ccccc1)N1C[C@H](Cc2ccccc2)N(CC2CCCCC2)C(=O)C1=O	8%	19%	4%	-25%	-2%	-7%	3%	-15%
CC1(C)CC(=O)/C(=C(\O)CCCN2C(=O)c3ccccc3C2=O)C(=NCC(=O)O)C1	3%	-24%[9.22 µM]	0%	-6%	6%	5%	-1%	i
NCCNC(=O)Cn1c(=O)c2c3c(sc2n(Cc2ccccc2)c1=O)CCCC3	20%	-1%	0%	0%	4%	13%	-1%	i
COC(=O)C1=C(C(=O)OC)C(C(=O)OC)C(C(=O)OC)C(C(=O)OC)(C(=O)OC)C(C(=O)OC)=C1C(=O)OC (centres undefined)	·	27%	18%	0%	12%	2%	0%	-30%
COc1ccc([N+](=O)[O-])cc1NS(=O)(=O)c1cccc(C(=O)NCCCN2CCCC2=O)c1	8%	-2%	5%	0%	6%	8%	-4%	-3%
COC(=O)C[C@@H]1C=C[C@@H](NS(=O)(=O)c2cccc(OC)c2)[C@@H](CO)O1	-6%	0%	?	-11%	6%	7%	-27%	-16%
COc1ccc(/C=C(\C#N)C(=O)OCC(=O)NC(=O)NCCC(C)C)cc1	-8%	4%	5%	-17%	-8%	-11%	-9%	-10%
O=C(CCS(=O)(=O)c1cc2c(cc1Cl)NC(=O)CO2)NCc1ccccc1Cl	-7%	2%	-1%	·	·	·	·	-17%
CCS(=O)(=O)Nc1ccc(Cc2ccncc2)cc1	7%	-2%	-10%	-1%	-2%	6%	5%	i
Cc1nnc(NC(=O)c2ccc3c(c2)C(=O)N(CCC(C)C)C3=O)s1	19%	-19%	-1%	3%	3%	-2%	15%	i
CCOC(=O)NC1(C(F)(F)F)NC(=O)N(C2CCCCC2)C1=O (centres undefined)	-4%	-10%	6%	2%	3%	4%	8%	i
CCOc1ccc(NC(=O)C2CCCN(C(=O)Nc3ccccc3)C2)cc1 (centres undefined)	30%	12%	1%	-3%	5%	7%	10%	-17%[57.5 µM]
COc1ccc(-c2noc(C3CCCN(C(=O)c4ccccc4OC)C3)n2)cc1OC (centres undefined)	28%	1%	15%	-4%	8%	4%	-8%	-15%[57.5 µM]
COc1ccc(C2CCCCC2SCC(=O)O)cc1OC (centres undefined)	1%	16%	?	-2%	-14%	-6%	4%	-15%
O=C1CC2(CCCCC2)Oc2ccc(OCC(=O)N3CCOCC3)cc21	14%	-9%	-1%	1%	1%	10%	-9%	i
CCOC(=O)Cc1csc(NC(=O)c2ccc(C)c(S(=O)(=O)N3CCOCC3)c2)n1	24%	3%	0%	-9%	2%	6%	-10%	-29%
COc1ccc(NC(=O)c2cnn(-c3ccccc3)c2C)cc1	3%	12%	-3%	-7%	11%	2%	-8%	-42%[inhibitor]
C/C(=N\NC(=O)COc1ccccc1-c1ccccc1)c1ccccn1	10%	?	18µM*	-14%	-7%	2%	3%	-21%
CN1OC[C@@H]2CN(Cc3ccccc3)[C@H](c3ccc(N4CCCCC4)cc3)C[C@@H]21	-14%	10%	6%	?	4%	10%	-15%	-18%
Cc1oc2c(C)c3oc(=O)c(CCC(=O)N4CCC(C(=O)NCCC(=O)O)(c5ccccc5)CC4)c(C)c3cc2c1C	?	-6%	7%	5%	-11%	8%	-6%	i
C=CCC[C@H](Cc1ccc(F)cc1)C(=O)OC[C@@H](NC(=O)[C@@H](CC=C)CC(=O)N(CCO)Cc1ccccc1)C(C)(C)C	?	0%	-3%	-21%	-25%	-5%	-29%	-37%[inhibitor]
O=C(Nc1ccc(Cl)cc1Cl)c1n[nH]c(Cn2cncn2)n1	12%	12%	0%	7%	0%	0%	13%	-7%[57.5 µM]
COc1ccccc1N1CCN(S(=O)(=O)c2c(C)[nH]c(=O)[nH]c2=O)CC1	8%	7%	1%	-2%	-6%	-19%	-6%	i
Cc1ccc(OCCN2CCN(C(=O)CCC(=O)Nc3nnc(C(C)C)s3)CC2)cc1	0%	-6%	-1%	9%	-3%	2%	9%	-40%[inhibitor][57.5 µM]
Cc1ccccc1-c1ccnc2[nH]n(-c3ccccc3)c(=O)c12	45%&-7%	-4%&23%	-8%&-10%	0%	15%	-6%	-3%	-38%&-25%
Cc1ccc2c(c1)C1CN(C)CCC1N2C(=O)COc1ccccc1F (centres undefined)	7%	-16%	-8%	-1%	12%	7%	2%	-8%
O=C(c1ccncc1)N1CCN(S(=O)(=O)c2ccccc2Br)CC1	·	28%	3%	5%	-5%	-4%	10%	-10%
CCOc1ccccc1NC(=O)COC(=O)CCOc1cc(C)ccc1C	-15%	-11%	2%	6%	-1%	3%	1%	i
Nc1sc2c(c1C(=O)NCCc1ccccc1)CCCC2	11%	26%	12%	2%	8%	6%	11%	-6%
Cc1ccccc1C(=O)NC1CCN(C(=O)Nc2ccc(F)cc2)CC1	5%	-17%	0%	0%	-3%	4%	-4%	i
O=C(Nc1ccc(N2CCOCC2)c(S(=O)(=O)Nc2ccccc2Cl)c1)c1ccc(=O)[nH]n1	·	16%	-3%	-2%	-2%	8%	-3%	-45%[inhibitor]
Cc1ccc(NC(=O)c2cncc(Br)c2)c([N+](=O)[O-])c1	·	-2%	-2%	-7%	-3%	6%	-9%	i
COc1ccc(C2/C(=C(/O)c3ccc(Cl)cc3)C(=O)C(=O)N2CCN2CCOCC2)c(OC)c1 (centres undefined)	·	-4%	-1%	10%	3%	1%	-16%	i
CCCc1cc(=O)[nH]c(SCC(=O)Nc2sc3c(c2C#N)CCCC3)n1	7%	-14%	2%	-11%	2%	17%	-19%	8%
Cc1nn2c(N3CCCC3)cc(C(C)C)nc2c1-c1ccccc1	7%	4%	0%	5%	2%	5%	14%	i
COCc1ccc2oc(C(=O)O)cc2c1	6%	7%	-33%[inhibitor]	9%	-8%	10%	-1%	i
N#Cc1ccccc1NC(=O)CNc1ccc(Cl)c(C(F)(F)F)c1	·	?	0%	-2%	-6%	-15%	-9%	-24%
CN(C)c1ccc(C(C(=O)NCC2CCCO2)N(Cc2ccco2)C(=O)c2snc(C(N)=O)c2N)cc1 (centres undefined)	0%	6%	0%	-4%	-6%	14%	-18%	i

Bioassay records deposited in PubChem BioAssay by National Center for Advancing Translational Sciences (NCATS).

These rows are one share of the data. The share of hits here may be higher or lower than overall.
